Bioassay records (PubChem BioAssay)
Mtb RmlCD inh: inhibitors of Mycobacterium tuberculosis RmlC and RmlD coupled enzymes; 160,000 compounds, 0.03% hits; P9WH09+P9WH11; RmlC+RmlD coupled enzyme assay, percent inhibition; primary screen in compound mixtures; inhibition, % at 3.6 µM; in the data active = inhibition mostly above about 34%, no sharp cut-off; also: some results filed as inactive read as strong as hits
Target sequence (P9WH09 whole entry, looked up): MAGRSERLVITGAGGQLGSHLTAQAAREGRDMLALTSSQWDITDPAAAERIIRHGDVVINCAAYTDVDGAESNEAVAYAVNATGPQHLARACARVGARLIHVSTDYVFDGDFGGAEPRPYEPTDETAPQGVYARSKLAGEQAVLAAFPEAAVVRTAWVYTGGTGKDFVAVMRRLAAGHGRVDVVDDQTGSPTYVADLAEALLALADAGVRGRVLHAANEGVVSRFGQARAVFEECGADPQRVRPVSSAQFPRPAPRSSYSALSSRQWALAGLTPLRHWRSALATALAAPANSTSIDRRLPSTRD
Target sequence (P9WH11 whole entry, looked up): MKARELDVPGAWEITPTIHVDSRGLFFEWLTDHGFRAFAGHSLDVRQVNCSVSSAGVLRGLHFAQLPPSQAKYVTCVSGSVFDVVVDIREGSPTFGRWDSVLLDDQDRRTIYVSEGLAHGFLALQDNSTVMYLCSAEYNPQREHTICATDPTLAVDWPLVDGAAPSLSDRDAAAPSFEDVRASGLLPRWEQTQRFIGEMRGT
GlmU inhibition: inhibition of mycobacterial GlmU enzyme – biochemical, glucosamine-1-phosphate acetyltransferase (AID 1376) | M. tuberculosis GlmU acetyltransferase enzyme assay; higher % means a stronger effect | one-dose inhibition, %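 (tested at 30 µM in the primary screen)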; IC50 in µM for titrated hits | 220,000 compounds, 0.25% hits; in the data active = inhibition above about 13%;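 also: 0% = complete reaction with vehicle and 100% = reaction without substrate; strong numbers were not always called active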
An asterisk follows results filed as active; nt = no result given; & = joins results of further samples. Some of the compounds tested; rates above refer to the full screens.

entry	mol	Mtb RmlCD inh	GlmU inhibition
1	CCn1c(SCc2cccc(F)c2)nnc1-c1cccnc1	12	-2.6%
2	c1ccc(C2CC(c3ccccc3)n3c(nc4ccccc43)N2)cc1 (stereo unspecified)	0	1.8%
3	COc1ccc(C)cc1NC1=NC(C)(C)CS1	0	7.5%
4	CSC1=N/C(=C\c2ccc(Cl)cc2)C(=O)N1N(C)C	22	-1.3%
5	O=C(NCc1cccnc1)c1ccccc1-c1ccccc1	1	-3.9%
6	CCOc1ccc(Cn2nnc(C(=O)NCc3ccccc3)c2N)cc1	9	1.2%
7	NC(=O)NC(=O)CSc1cccc(C(F)(F)F)c1	nt	-4.7%
8	CC(=O)N(CC1CCCO1)c1nnc(-c2ccccn2)s1 (stereo unspecified)	8	4.6%
9	COCCn1c(=NC(=O)C(C)(C)C)sc2cc([N+](=O)[O-])ccc21	nt	3.6%
10	CC(NC(=O)c1ccccc1)C(=O)NC1=NCCS1 (stereo unspecified)	nt	1.4%
11	O=C(OCCNC(=O)c1ccc2ccccc2n1)c1ccc(F)cc1	0	4.4%
12	O=C(CCCSc1nnnn1-c1cccc2ccccc12)c1ccc(F)cc1	15	2.5%
13	CC(=O)Oc1ccc(-c2cccc(C(=O)N(C)c3ccc(O)cc3)c2)cc1	3	-4.5%
14	CC(=O)c1c(O)cc(O)c(C(C)=O)c1O	nt	-19%
15	O=C(CN1CCC(C(=O)c2ccc(F)cc2)CC1)Nc1ccc(F)cc1	nt	4.4%
16	Cc1cc(C)c2c(CC(=O)N(CCC#N)Cc3cccnc3)coc2c1	-5	nt
17	COC(=O)C1CN(C#N)N(c2ccc(Cl)cc2)C12c1ccccc1-c1ccccc12 (stereo unspecified)	nt	-4.4%
18	O=C(NCCc1ccc(Cl)cc1)c1cnccn1	nt	5.8%
19	NS(=O)(=O)c1ccc(CNS(=O)(=O)c2cc(C(=O)O)ccc2Cl)cc1	nt	5.8%
20	O=c1c(OC2OC(CO)C(O)C(O)C2OC2OC(CO)C(O)C(O)C2O)c(-c2ccc(O)cc2)oc2cc(O)cc(O)c12 (stereo unspecified)	nt	-1.6%
21	CCOC(=O)c1[nH]c2ccccc2c1NC(=O)C1CCCCC1	nt	-1.7%
22	CCCN(c1ccc(OCC)cc1)S(=O)(=O)c1ccc2c(c1)CCN2C(=O)CCC(=O)O	108	3.1%
23	CC(C)(C)n1cnc(C(N)=O)c1N	nt	4.2%
24	CN=C(C)c1c(O)c2ccccc2oc1=O	2	3.8%
25	CCCc1n(CC(O)COC2CCCCC2)c2ccccc2[n+]1C (stereo unspecified)	nt	2.8%
26	CCCCSc1nnc(-c2cc3c(C(F)(F)F)nn(C)c3s2)n1C	nt	2.8%
27	CC(/C=N\NC(=O)c1ccc(C)nc1)=C\c1ccccc1	nt	1.6%
28	c1csc(C2=Nn3c(nnc3-c3ccncc3)SC2)c1	5	5.2%
29	O=C(CNC(=S)NC(=O)c1ccc(Cl)cc1)c1ccccc1	5	0.0%
30	Cc1csc(=Nc2ccccc2)n1C	-9	6.0%
31	CNC(=O)C1C2C=CC3(O2)C1C(=O)N(CCOC)C3C(=O)NCc1ccc(OC)cc1 (stereo unspecified)	nt	0.1%
32	O=C(N/N=C/c1ccc([N+](=O)[O-])cc1)c1cnccn1	7	1.7%
33	CC(=O)Nc1ccc(CN2CCN(CC(C)C)C(CCO)C2)cc1 (stereo unspecified)	nt	-2.1%
34	CC(C)CC(=O)N1CCN(Cc2cccc([N+](=O)[O-])c2)CC1	15	1.3%
35	CSc1ccc(/C=C/C(=O)NC23CC4CC(CC(C4)C2)C3)cc1	6	-4.0%
36	O=S1(=O)CC(O)C(N=Nc2c(O)n(Cc3ccccc3)c3ccccc23)C1 (stereo unspecified)	-2	0.3%

Excerpt, entries 33–36
entry	mol	Mtb RmlCD inh	GlmU inhibition
33	CC(=O)Nc1ccc(CN2CCN(CC(C)C)C(CCO)C2)cc1 (stereo unspecified)	nt	-2.1%
34	CC(C)CC(=O)N1CCN(Cc2cccc([N+](=O)[O-])c2)CC1	15	1.3%
35	CSc1ccc(/C=C/C(=O)NC23CC4CC(CC(C4)C2)C3)cc1	6	-4.0%
36	O=S1(=O)CC(O)C(N=Nc2c(O)n(Cc3ccccc3)c3ccccc23)C1 (stereo unspecified)	-2	0.3%

(more compounds)
entry	mol	Mtb RmlCD inh	GlmU inhibition
37	Fc1ccc(C2CC(c3ccco3)=Nc3ccccc3S2)cc1 (stereo unspecified)	-8	0.2%
38	COC(=O)c1cc(COC(=O)c2nc3nc(C)cc(C)n3n2)oc1C	2	0.0%
39	CCCNS(=O)(=O)/C=C/c1ccccc1	4	7.0%
40	Cc1ccc(-n2cc3c(=O)n(C)c(=O)n(C)c3c2)cc1C	nt	-7.3%
41	COC(=O)c1ccccc1NC(=O)CSc1nnc(Cc2ccc(Cl)cc2)o1	-6	2.5%
42	COc1ccccc1/C=C(/C(=O)OCC(N)=O)c1ccccc1	4	2.1%
43	O=[N+]([O-])c1cccc(CN2[C@@H](Cc3ccccc3)COCCS2(=O)=O)c1	nt	-5.8%
44	Cc1ccc(C(=O)C(C)Sc2nnc(N)s2)cc1 (stereo unspecified)	nt	-0.8%
45	CCC(=O)N1CCC2(CC1)Oc1ccc(F)cc1C(=O)C21CC(c2ccc(Cl)cc2)=NO1 (stereo unspecified)	1	4.3%
46	COC(=O)/C(=C/c1cccc([N+](=O)[O-])c1)NC(=O)c1ccc(OC)cc1	-9	1.1%
47	Cc1nc(N2CCN(C(c3ccccc3)c3ccccc3)CC2)[nH]c(=O)c1C	3	-1.7%
48	CCCCC12CN3CCN(CC(C3)/C1=N\NC(=O)c1ccccc1N)C2	nt	0.1%
49	CCOc1ccc(-c2c[n+](=O)c3c(n2[O-])CCCC3)c(OCC)c1	-5	-2.5%
50	O=C(Nc1ccccc1)C1=C(O)CC(c2ccoc2)CC1=Nc1ccccc1 (stereo unspecified)	-11	8.0%
51	CC1CN(CC(O)COc2ccc(C(C)C)cc2)CC(C)O1 (stereo unspecified)	8	-2.9%
52	COc1ccc(/C=C(\C#N)C(=O)c2c(C)[nH]c3ccccc23)cc1OC	3	-1.2%
53	O=C(NNC1=C(C(=O)C(F)(F)F)CCC1)c1cccc(O)c1	nt	6.8%
54	CC(Oc1ccc(Cl)cc1Cl)C(=O)NCCCN(C)C (stereo unspecified)	5	-7.0%
55	Cc1sc(NC(=O)c2cc(-c3ccccc3)nc3ccccc23)c(C(N)=O)c1C	10	-6.8%
56	Cc1ccc(S(=O)(=O)N(CCC(=O)O)c2ccccc2)cc1	10	3.3%
57	CCOC(=O)c1sc(NC(=O)c2ccc(S(=O)(=O)N(CC)CC)cc2)nc1C	-4	7.3%
58	COc1ccc(CNc2c(C(=O)O)cnc3c2cnn3C)cc1	-4	2.5%
59	O=C(CSc1ncn[nH]1)N1N=C2/C(=C/c3ccccc3)CCCC2C1c1ccccc1 (stereo unspecified)	0	1.2%
60	CCOC(CNC(=O)c1cc(C)nn1-c1ccccc1)OCC	nt	4.4%
61	O=C(Nc1cccc(-c2nnc(-c3ccccc3)o2)c1)C1CCCCC1	7	0.1%
62	NC(=O)c1cccc2c1C(=O)N(C1CCCCC1)C2	nt	0.1%
63	CNC(=O)CCc1[nH]c2ccccc2c1Sc1ccccc1	4	-6.5%
64	Cc1onc(-c2c(F)cccc2Cl)c1C(=O)OCN1C(=O)c2ccccc2C1=O	nt	1.9%
65	COCCCNC(=O)Cn1cc(C(=O)c2cccs2)c2ccccc21	nt	-4.9%
66	O=C(NC1CCCC1)C(c1ccc(N2CCOCC2)cc1)N(C(=O)c1ccco1)c1ccccc1F (stereo unspecified)	11	-2.4%
67	Fc1ccc(C2c3[nH]c4ccccc4c3CCN2CCCn2cccn2)cc1 (stereo unspecified)	nt	-8.7%
68	CC(=O)Nc1c(C)nn(C(C)=O)c1C	nt	1.6%
69	CC(C)OC(=O)C[N+](C)(C)CCN1C(=O)C2C(c3ccccc3)C=CC(c3ccccc3)C2C1=O (stereo unspecified)	-7	-8.5%
70	CC(=O)Nc1nc(C)c(-c2csc(Nc3ccccn3)n2)s1	-13&-1	4.1%&2.6%
71	CN(Cc1ncc[nH]1)C(=O)c1cc(COc2c(F)cccc2F)on1	11	-2.1%
72	O=c1oc2ccccc2c(NCc2ccc(Cl)cc2)c1[N+](=O)[O-]	-11	-1.5%

Copied from the list:
Entry for CC(=O)Nc1c(C)nn(C(C)=O)c1C under GlmU inhibition: 1.6%
Entry for O=C(Nc1cccc(-c2nnc(-c3ccccc3)o2)c1)C1CCCCC1 under Mtb RmlCD inh: 7
Entry for COCCCNC(=O)Cn1cc(C(=O)c2cccs2)c2ccccc21 under GlmU inhibition: -4.9%
Entry for NC(=O)c1cccc2c1C(=O)N(C1CCCCC1)C2 under GlmU inhibition: 0.1%

(more compounds)
entry	mol	Mtb RmlCD inh	GlmU inhibition
73	N=c1c2ccccc2nnn1-c1ccc(C(F)(F)F)cc1	36	2.4%
74	CC(=O)Nc1ccc(C(=O)Nc2ccc3c(c2)OCO3)cc1	nt	1.0%
75	c1ccc(COc2ccccc2CNCc2cccnc2)cc1	nt	-0.5%
76	CCN(CC)c1ccc(C(=S)NC2CCCCC2)cc1	-10	8.4%
77	CC(=O)c1ccc(Oc2cc(C)nc(NCc3ccccc3)n2)cc1	nt	0.6%
78	CN(C)c1ccnc(-n2cccc2/C=N/O)c1C#N	-6	-0.7%
79	CCCc1cc(=O)[nH]c(SCCN2C(=O)c3ccccc3C2=O)n1	-17	-2.9%
80	Cc1sc2nc(SCC(=O)O)[nH]c(=O)c2c1C	-10	1.4%
81	CCCC[C@@H]1CNC(=O)C(=O)N1CCc1cc(C(F)(F)F)cc(C(F)(F)F)c1	nt	1.3%
82	C=CCn1c(C)csc1=Nc1ccc(C(C)=O)cc1	nt	-2.7%
83	N#Cc1cc2c(nc1SCC(O)CS(=O)(=O)Cc1ccc(Cl)cc1)CCCC2 (stereo unspecified)	nt	-1.0%
84	CCOC(=O)CNc1c(N2CCN(c3ccccn3)CC2)c(=O)c1=O	9	2.9%
85	CCOc1cc(NC(=S)NCCOC)c(OCC)cc1NC(=O)c1cccs1	1	-3.4%
86	COc1ccc(S(=O)(=O)Nc2c(C)nc3nc[nH]n3c2=O)cc1	-8	-4.1%
87	C=CCOc1ccc(/C=N/NC(C)=O)cc1OCC	7	-1.2%
88	Oc1c(Br)cc(Br)cc1C=Nc1ccc2[nH]ncc2c1	8	7.4%
89	CC(C)(C)C1c2[nH]c3ccccc3c2CCN1CCCn1cccn1 (stereo unspecified)	4	-5.1%
90	CCCOc1ccc(N2C(=O)CC(NCCNc3ccc([N+](=O)[O-])cn3)C2=O)cc1 (stereo unspecified)	7	2.5%
91	O=C(Nc1ccc2c(c1)OCO2)c1ccc(COc2ccc3c(c2)CCC3)o1	nt	-0.7%
92	CC(C)Cn1c2c(c(O)c(C(=O)Nc3ncccc3O)c1=O)CCCC2	nt	2.3%
93	COc1ccc(-c2csc(NC(=O)c3cccc(S(=O)(=O)N4CCN(C)CC4)c3)n2)cc1	8	-1.0%
94	O=c1[nH]c(Nc2ccc(F)cc2)cc2ccccc12	-1	2.2%
95	O=C(NCc1ccccc1)C1=C[C@@H](c2ccccc2)C[C@@H](OCc2ccc(CO)cc2)O1	nt	1.8%
96	COc1ccc(-c2cn[nH]c2N)cc1	nt	-2.4%
97	C=CCNC(=S)NNC(=O)c1ccc(=O)n(Cc2ccccc2)c1	4	-0.3%
98	C=CCNc1nc(-c2ccc([N+](=O)[O-])cc2)cs1	-9	7.5%
99	O=C(c1cc(-c2ccco2)on1)N1CCOCC1	12	-1.1%
100	CCCCNC(=O)NC(C(=O)OC)C12CC3CC(CC(C3)C1)C2 (stereo unspecified)	13	-4.5%
101	CCOCCCNC(=O)CNC(=S)N(Cc1ccccc1F)C1CCCCC1	1	6.0%
102	COC(=O)c1ccc(/C=N/OCC(=O)Nc2cc(F)ccc2F)cc1	7	-3.4%
103	CCOCCCNC(=O)Cn1cc2c(n1)CCCCC2	-9	1.2%
104	CCOc1c2ccc(C(=O)NC3CCCc4ccccc43)cc2nn1CC (stereo unspecified)	nt	-1.5%
105	CCn1c(SCC(N)=O)nc2ccccc2c1=O	nt	0.5%
106	CCOP(=O)(C#CC(C)(C)C)C(O)(c1ccccc1)C(F)(F)F (stereo unspecified)	15	1.3%
107	CCN1CCN(Cc2ccc(NC(=O)c3ccc(C)c(NC(=O)c4ccc5n[nH]nc5c4)c3)cc2C(F)(F)F)CC1	nt	-4.9%
108	CC(C(N)=O)N1c2cccc3cccc(c23)S1(=O)=O (stereo unspecified)	-11	4.4%
109	C(=N\c1ncnc2sccc12)/NOCc1ccccc1	-6	2.8%
110	CN(C)c1ccc(/C=N\NC(=O)CC#N)cc1	3	-2.3%
111	CC1=NOC(=O)/C1=C\c1ccc(-c2cccc(Cl)c2)o1	-4	-7.8%
112	CCN1CCN(CC(=O)Nc2cccc(C)c2)C(=O)C1=O	nt	0.0%
113	Nn1c(=O)c2ccccc2n2c(SCc3ccc(C(F)(F)F)cc3)nnc12	nt	-0.2%
114	O=C(COc1ccccc1)N1CCN(C(=O)c2cccs2)CC1	nt	-6.9%
115	CCN(CC)CCn1c(SCC(=O)NCCC2=CCCCC2)nc2c(sc3ccccc32)c1=O	8	-9.1%
116	CCOC(=O)CC(=O)NC(CC(=O)OC)c1ccc(Br)cc1 (stereo unspecified)	3	-1.3%
117	OCc1nc2ccccc2n1Cc1c(F)cccc1Cl	-7	7.1%
